Source: PubChem BioAssay (several laboratories)
HGIII-sPLA2 inh = Blocks human group III sPLA2 activity; inhibition, % at 12.2 µM; QFRET BODIPY PC-A2 liposome hydrolysis, fluorescence; AID 743126; 370,000 compounds, 0.56% hits; Q9NZ20;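 active = inhibition above mean plus 3 SD of compounds lying within the high and low control bounds, cut at about 19% in these data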;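 also: 0% = median of test compound wells and 100% = no enzyme DMSO wells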
ARFGAP1 inhibitor = inhibitors of rat ARFGAP1; Arfgap1-stimulated ARF1 GTP hydrolysis, GDP FP detection; inhibition, % at 16.5 µM; 360,000 compounds, 0.26% hits;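 active = inhibition above a per-plate limit, mean inhibition of low control wells plus 3 SD, cut at about 25% in these data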;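 also: 0% = DMSO wells with enzyme and 100% = wells lacking Arfgap1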
Target sequence (Q62848 1-136 limits assumed): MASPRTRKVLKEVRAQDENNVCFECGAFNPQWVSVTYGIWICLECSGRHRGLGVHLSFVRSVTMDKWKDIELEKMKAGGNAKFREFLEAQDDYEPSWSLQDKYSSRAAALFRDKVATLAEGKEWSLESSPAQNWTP
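Repeats: one replicate per compound; assay system: rat Arfgap1 catalytic domain, aa 1-136; times: enzyme reaction 120 min at 25 °C after 20 min preincubation; detection: FP of antibody-bound GDP Alexa 633 tracer, ex 620/em 688 nm; benchmarks: high control wells lacking Arfgap1, low control full reaction with DMSO; reagent: human ARF1(Δ1-17)-GTP substrate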
GAA850 FXN act = activators of GAA850 frataxin (FXN) promoter | activation, % at 6 µM | AID 540364 | HEK293 lucGAA850 FXN promoter luciferase reporter, 24 h; percent of 10 µM SAHA response | 360,000 compounds, 0.56% hits;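 active = activation above the average of all compounds screened plus 3 SD, cutoff fixed separately per campaign, cut at about 7.5% in these data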;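 also: 0% = DMSO wells and 100% = 10 µM SAHA wells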
ASAP1 GAP inh = inhibitors of human ASAP1 ArfGAP activity; ASAP1-stimulated ARF1 GTP hydrolysis, GDP FP detection; 360,000 compounds, 0.19% hits; inhibition, % at 16.5 µM; AID 624377; Q9ULH1; in the data active = inhibition above about 25%;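 also: 0% = vehicle with enzyme and substrate and 100% = no enzyme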
ADAM10 inh = inhibitors of human ADAM10; 370,000 compounds, 0.62% hits; O14672; inhibition, % at 7 µM; recombinant ADAM10, EDANS/DABCYL FRET peptide cleavage, 3 h;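 active = inhibition above a per-campaign cutoff equal to the mean of compounds falling between control-based bounds plus 3 SD, cut at about 20% in these data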;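 also: 0% = DMSO wells while the 100% control is not disclosed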
GC-B act = GC-B (human) receptor activation; HEK293-GC-B cells, CNP EC30, cGMP TR-FRET; 0% at EC30 CNP, 100% saturating CNP; activation, % at 10 µM; 370,000 compounds, 0.11% hits;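 active = activation at 10 µM reaching about 35% in either raw or pattern-adjusted values, limit read from the data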
proKLK7 act = activates the human kallikrein-7 zymogen | P49862 | purified proKLK7, EDANS-DABCYL substrate fluorescence; 100% is mature enzyme control, 0% vehicle | activation, % at 7 µM | 370,000 compounds, 0.9% hits | AID 652039;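 active = activation above the mean of all tested compounds plus 3 SD, computed per campaign excluding outliers beyond control limits, cut at about 13% in these data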
Target sequence (P49862 whole entry, looked up): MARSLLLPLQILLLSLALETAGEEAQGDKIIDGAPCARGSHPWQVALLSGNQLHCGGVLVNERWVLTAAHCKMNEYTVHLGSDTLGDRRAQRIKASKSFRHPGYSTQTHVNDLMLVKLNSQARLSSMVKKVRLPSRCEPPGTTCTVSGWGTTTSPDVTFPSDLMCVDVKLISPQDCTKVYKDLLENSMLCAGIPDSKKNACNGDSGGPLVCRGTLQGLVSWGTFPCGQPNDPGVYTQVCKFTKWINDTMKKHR
GC-A act = GC-A (human) enzyme activation. 370,000 compounds, 0.14% hits. activation, % at 10 µM. AID 1671463. HEK293 GC-A cells, cGMP TR-FRET, EC30 ANP; 0% at EC30 ANP, 100% saturating ANP; in the data active = activation above about 40%
Tn6 DDE FP = inhibitors of Tn6 peptide binding to human fibrin DD(E) | AID 720509 | inhibition, % at 8.3 µM | P02675 | Fibrin DD(E) TRITC-Tn6 fluorescence polarization displacement | 370,000 compounds, 0.21% hits;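 active = inhibition above a per-campaign cutoff: mean of compounds within control limits plus 3 SD, cut at about 15% in these data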;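 also: 0% = median of all compound wells on the plate and 100% = blocking peptide control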
Target sequence (P02675 whole entry, looked up): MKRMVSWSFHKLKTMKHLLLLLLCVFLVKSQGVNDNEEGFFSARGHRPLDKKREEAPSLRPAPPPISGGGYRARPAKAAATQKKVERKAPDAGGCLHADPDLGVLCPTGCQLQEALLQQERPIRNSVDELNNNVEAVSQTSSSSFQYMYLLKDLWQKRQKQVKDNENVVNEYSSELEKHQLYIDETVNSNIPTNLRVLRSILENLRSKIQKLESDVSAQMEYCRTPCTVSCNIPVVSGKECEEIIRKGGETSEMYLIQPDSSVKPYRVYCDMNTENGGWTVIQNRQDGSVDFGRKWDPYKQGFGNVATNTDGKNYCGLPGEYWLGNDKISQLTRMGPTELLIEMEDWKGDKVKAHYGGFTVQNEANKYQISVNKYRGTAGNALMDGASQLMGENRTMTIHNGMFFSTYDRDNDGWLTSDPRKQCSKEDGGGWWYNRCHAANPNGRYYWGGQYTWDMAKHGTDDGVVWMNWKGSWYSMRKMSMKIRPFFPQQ
rCAG RNA binder = molecules binding r(CAG) RNA repeats. AID 651821. r(CAG) RNA repeat, TO-PRO-1 dye displacement fluorescence. 370,000 compounds, 1.3% hits. inhibition, % at 3 µM;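 active = inhibition above the plate cutoff, the mean of all test compounds on that plate plus 3 SD, cut at about 35% in these data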;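 also: 0% = DMSO alone and 100% = 100 µM mitoxantrone as full dye displacement; higher means more dye released from RNA so lower well fluorescence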
* hit, by the source's call; · = not tested or not shown.

SMILES	HGIII-sPLA2 inh	ARFGAP1 inhibitor	GAA850 FXN act	ASAP1 GAP inh	ADAM10 inh	GC-B act	proKLK7 act	GC-A act	Tn6 DDE FP	rCAG RNA binder
CNC(=O)OCc1ncn(-c2ccccc2)c1COC(=O)NC	-5	20	·	-9	-3	0	-0.1	2	-2	2
Cc1nc(N)sc1C(=O)N/N=C/c1ccco1	1	10	3.0	5	-1	-3	0.6	-4	3	0
CNS(=O)(=O)c1cccc(C(=O)OCCCC(=O)c2ccccc2)c1	-4	4	0.6	1	-2	-9	-0.8	-2	-3	3
Cc1ccc(F)cc1NC(=O)C12CC3CC(C1)CC(n1cnc([N+](=O)[O-])n1)(C3)C2	8	4	-2.9	-5	3	2	0.7	-1	1	-6
CCCn1cc(NC(=O)c2cc(-c3ccccc3)on2)cn1	-5	-1	1.6	5	2	-4	0.9	15	-7	2
CC(C)OC(=O)c1cccc(NC(=O)CSc2nnc(N)s2)c1	8	7	-3.0	-18	-2	2	0.2	-2	2	-1
COC(c1ccccc1)c1c(-c2ccccc2)nn(C)c1Cl (stereo not given)	0	7	-0.8	8	6	-5	0.2	-7	-2	-6
CC(=O)Nc1ccc(SCC(=O)Nc2oc(C)c3c(C)n[nH]c(=O)c23)cc1	0	-6	0.9	-4	-8	4	0.1	-1	-10	0
O=C(NC1CCCCC1)N1CCN(c2nc(-c3ccccc3)cs2)CC1	4	1	-0.1	4	-2	1	-0.1	7	-11	-4
CN(CC(=O)Nc1ccc(F)cc1)C(=O)Cn1nnc(-c2ccccc2)n1	-7	2	-1.8	-6	7	-3	-0.5	3	-5	2
COc1ccccc1NC(=O)C/C(C)=N/NC(=O)c1ccccn1	-7	-12	1.7	5	-7	5	-0.3	0	2	0
O=C(C1CC(=O)N(C2CCCCC2)C1)N1CCN(c2ccccc2)CC1 (stereo not given)	6	4	2.5	-9	-1	2	0.0	2	2	-2
Cc1nc([N+](=O)[O-])cn1CC(=O)c1ccccc1	-13	8	-0.6	0	-8	1	0.1	-3	10	0
CN(CCOc1ccccc1)C(=O)C1CCC(=O)N(CCCN2CCOCC2)C1 (stereo not given)	8	-11	1.2	-31	2	6	0.0	0	8	-5
COC(=O)C[C@@H]1CC[C@@H]2[C@H](COc3ccc(NC(=O)c4ccc5c(c4)OCO5)cc3C(=O)N2C)O1	4	·	·	·	-4	6	-0.6	7	6	6
Oc1ccccc1OCc1nc2ccccc2s1	-10	-1	3.1	11	15	-1	-0.6	-1	-4	3
O=C(NCC(=O)N(Cc1ccccc1)C(C(=O)NC1CCCC1)c1cccnc1)c1ccco1 (stereo not given)	-4	-2	0.1	20	-2	1	-0.1	10	5	-8
COc1cccc(C(C(=O)NC2CCCC2)N2CCN(c3cc(C)nc4ccccc34)CC2)c1OC (stereo not given)	2	15	·	5	-2	-11	0.3	-3	2	3
O=C(CCc1ccccc1)NN1C(=O)C2C3C=CC(C3)C2C1=O (stereo not given)	0	8	-0.2	-9	-4	1	0.4	-1	-6	-2
CCCCCC(=O)NC1CCCCN(Cc2ccc(Cl)cc2)C1=O (stereo not given)	4	·	·	·	-6	7	0.5	1	-4	2

Pulled one by one from above, 7 records:
SMILES	HGIII-sPLA2 inh	ARFGAP1 inhibitor	GAA850 FXN act	ASAP1 GAP inh	ADAM10 inh	GC-B act	proKLK7 act	GC-A act	Tn6 DDE FP	rCAG RNA binder
CNS(=O)(=O)c1cccc(C(=O)OCCCC(=O)c2ccccc2)c1	-4	4	0.6	1	-2	-9	-0.8	-2	-3	3
O=C(CCc1ccccc1)NN1C(=O)C2C3C=CC(C3)C2C1=O (stereo not given)	0	8	-0.2	-9	-4	1	0.4	-1	-6	-2
CC(=O)Nc1ccc(SCC(=O)Nc2oc(C)c3c(C)n[nH]c(=O)c23)cc1	0	-6	0.9	-4	-8	4	0.1	-1	-10	0
Cc1ccc(F)cc1NC(=O)C12CC3CC(C1)CC(n1cnc([N+](=O)[O-])n1)(C3)C2	8	4	-2.9	-5	3	2	0.7	-1	1	-6
O=C(NC1CCCCC1)N1CCN(c2nc(-c3ccccc3)cs2)CC1	4	1	-0.1	4	-2	1	-0.1	7	-11	-4
Cc1nc([N+](=O)[O-])cn1CC(=O)c1ccccc1	-13	8	-0.6	0	-8	1	0.1	-3	10	0
CN(CC(=O)Nc1ccc(F)cc1)C(=O)Cn1nnc(-c2ccccc2)n1	-7	2	-1.8	-6	7	-3	-0.5	3	-5	2

Following part:
SMILES	HGIII-sPLA2 inh	ARFGAP1 inhibitor	GAA850 FXN act	ASAP1 GAP inh	ADAM10 inh	GC-B act	proKLK7 act	GC-A act	Tn6 DDE FP	rCAG RNA binder
Cc1ccc(NC(=O)C2(S(=O)(=O)c3ccc(Cl)cc3)CC2)cc1	-1	1	-0.7	4	-5	-2	0.3	0	-1	-2
Cc1cc(N(C)C)ccc1N=Nc1ccc(N)cc1	26*	1	-2.8	-1	14	-10	-0.5	-6	-4	0
CC(=O)N1CCN(C(=S)c2ccc(-c3ccc(Cl)cc3)o2)CC1	4	-3	1.1	7	5	48*	0.2	43*	8	3
Cc1cc(Oc2nc3c(C)cccn3c(=O)c2/C=C(\C#N)S(=O)(=O)c2ccccc2)ccc1Cl	8	0	0.7	-13	-5	0	0.8	2	1	6
O=C(CCCCCNC(=O)N1CCn2c1nc1ccccc12)N[C@H](C(=O)O)c1ccccc1	1	-7	-0.8	-9	-13	0	-0.3	3	-3	10
COC(=O)CC1(C(=O)OC)Oc2ccccc2C(=O)N1c1ccc(F)cc1F (stereo not given)	-2	12	0.6	-7	-2	-2	0.0	0	-9	-6
COc1ccc(S(=O)(=O)N2CCOCC2)cc1NC(=O)c1c(C)noc1C	9	-6	0.2	-3	1	-3	0.3	0	5	1
CCOC(=O)c1c(NC(=O)c2cnn3c2NC(c2cccc(OC)c2)CC3C(F)(F)F)sc2c1CCCC2 (stereo not given)	16	15	1.7	-2	-10	-3	-0.1	-5	0	3
Cc1ccc([N+](=O)[O-])c2c1C(N1CCCC1)C(C)(C)O2 (stereo not given)	-3	-3	-0.7	-3	3	5	0.1	-1	-10	7
COc1ccc(C=C(C(C)=O)C(C)=O)cc1OC	-2	3	1.3	18	0	2	0.1	6	6	2
CC(Sc1nncs1)C(=O)Nc1ccc2c(c1)OCCO2 (stereo not given)	4	14	4.9	4	-3	-3	0.3	3	-9	1
O=c1[nH]nc(Cc2ccccc2)c2ccccc12	-3	0	2.3	-3	-4	-1	0.3	-2	12	-1
CCOC(=O)c1ccccc1NS(=O)(=O)c1ccccc1	0	-1	1.8	-1	1	-4	-0.6	2	-4	-3
O=C(N=C1SC2CS(=O)(=O)CC2N1c1ccc(Cl)cc1Cl)C1CCCO1 (stereo not given)	6	2	0.2	10	-21	0	-0.3	-3	5	-4
CCCCn1cnc2cc(NCc3ccncc3)ccc21	3	7	0.3	-2	-3	3	1.2	0	-7	-3
Cc1onc(-c2c(F)cccc2Cl)c1C(=O)Nc1cccc2nsnc12	7	12	-1.1	-4	-116	-2	7.3	-4	3	2
Cc1c(NS(=O)(=O)c2ccc3c(c2)CCN3C(=O)C2CC2)c(=O)n(-c2ccccc2)n1C	-5	-5	0.2	-23	-1	5	0.3	2	4	-1
COCCCN1C(=O)C(CC(=O)NC(c2ccccc2)c2ccccc2)CC(C(=O)N(C)C)=C1C (stereo not given)	5	-5	-0.1	6	0	-3	-0.6	-1	-4	0
COCCn1c(SCC(=O)c2cccc(OC)c2)nnc1-c1ccco1	-22	8	-0.5	3	9	-4	0.0	-5	8	0
CS(=O)(=O)c1ccc(Cl)c(NC(=O)COC(=O)c2ncc(Cl)c(Cl)c2Cl)c1	6	-2	3.3	11	-6	15	0.2	17	1	-2
Cc1cc(-c2ccc(C)c(S(=O)(=O)Nc3cc(C)on3)c2)on1	2	0	0.8	-11	-5	11	-0.1	2	5	6
CCN(CC)CCNC(=O)CCN1N=C(c2ccccc2)CCC1=O	8	0	1.6	1	13	3	-0.3	-7	1	-2
NC(=O)Nc1ccc(C(=O)OCC(=O)Nc2ccc(Cl)cn2)cc1	-4	-5	-0.4	10	0	-7	0.3	-2	-5	2
O=C(NCCc1ccccc1F)c1[nH]c(C(F)(F)F)nc1-c1ccccc1	-9	7	·	0	-2	1	0.3	-1	-2	5
CCC(C)c1ccc(NC(=O)c2ccco2)cc1 (stereo not given)	0	-10	1.3	0	7	0	-0.4	-1	-1	-5
Cc1ccc(-n2nc(C)c(=O)c(-c3ccccc3)c2NC(=O)C(C)C)cc1	11	-2	0.1	7	-10	2	0.1	-1	-3	-2
Cc1ccc(N(CC(=O)NCc2ccc(F)cc2)S(=O)(=O)c2c(C)n[nH]c2C)cc1	-7	-4	-1.4	4	2	0	0.6	-1	-2	-6
CCNC(=S)N(CCc1c(C)[nH]c2ccc(C)cc12)Cc1cc(OC)c(OC)c(OC)c1	-18	-11	0.4	7	1	-13	0.1	-9	5	6
CC(C)Cc1nnc(NC(=O)CCC(=O)NC2CCCc3ccccc32)s1 (stereo not given)	0	-1	0.1	-10	-1	3	-0.6	-3	6	-5
CCCc1cc(=O)oc2c(C)c(OCC(=O)N3C[C@H]4C[C@@H](C3)c3cccc(=O)n3C4)ccc12	0	-2	0.6	5	-43	-2	0.7	1	-4	-5
O=C(/C=C/Nc1ccccc1)c1ccc(Cl)cc1Cl	-9	-2	4.8	4	9	-3	-2.2	1	-9	4
Cc1cccc(C(=O)Nc2c(C(=O)N(C)C)cnn2-c2ccccc2)c1	12	-11	0.8	6	2	-3	-0.2	1	-6	-2
CC1CCN(c2ccc(NC(=O)c3ccc(Br)o3)cc2)CC1	14	11	3.0	12	4	0	-0.6	4	0	-6
COc1ccc(C=O)cc1COc1ccc([N+](=O)[O-])c(C)c1	3	7	1.0	3	-1	-13	0.5	-8	4	8
O=C(c1ccc2nc(-c3ccco3)c(-c3ccco3)nc2c1)N1CCN(c2ccccc2)CC1	0	-2	-0.7	2	-10	2	-2.7	1	-9	23

Some values from the list:
Cc1cccc(C(=O)Nc2c(C(=O)N(C)C)cnn2-c2ccccc2)c1 in GAA850 FXN act is entered as 0.8
CCC(C)c1ccc(NC(=O)c2ccco2)cc1 (stereo not given) in HGIII-sPLA2 inh is entered as 0
Cc1ccc(N(CC(=O)NCc2ccc(F)cc2)S(=O)(=O)c2c(C)n[nH]c2C)cc1 in proKLK7 act is entered as 0.6
O=C(c1ccc2nc(-c3ccco3)c(-c3ccco3)nc2c1)N1CCN(c2ccccc2)CC1 in ADAM10 inh is entered as -10
